VEEV TC-83 Vero – inhibitors of VEEV TC-83 cytopathic effect, confirmation, Vero cells (AID 588727). Vero cells, VEEV TC-83 cytopathic effect inhibition; higher % means a stronger effect. one-dose inhibition, % at 20 µM; IC50 in µM for titrated hits. hit rate 0.13% among 350,000; in the data active means a potency from the dose series; inconclusive means inhibition mostly from about 14% at the one dose, without a potency; inactive means the rest, 99 in 100 with inhibition below about 12%; further: strong numbers were not always called active
H37Rv inhibition – M. tuberculosis growth inhibition, HTS (AID 449762). hit rate 0.59% among 330,000. inhibition, % at 25 µM, or IC50 in µM where a hit was titrated. M. tuberculosis H37Rv growth inhibition, 7H9 media; higher % means a stronger effect; in the data active means a potency from the dose series; inconclusive means inhibition above about 70% without an active follow-up result;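 further: bacterial growth assessed after seven days of incubation; strong numbers were not always called active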
H1N1 NS1A inhibition – H1N1 influenza NS1A inhibitors, functional cell based assay (AID 504329). NS1A functional cell-based assay, percent inhibition; higher % means a stronger effect. inhibition, % at 12.5 µM; hits with a dose series show IC50 in µM. hit rate 0.3% among 340,000; in the data active means a potency from the dose series; inconclusive means inhibition above about 27% without an active follow-up result; further: strong numbers were not always called active
Salmonella PhoP GFP – Inhibition of PhoP regulon, Salmonella typhi GFP reporter cells, confirmation, 4 h (AID 1850) | Salmonella Typhi PhoP-promoter GFP reporter, fluorescence, 4 h; higher % means a stronger effect | hit rate 0.33% among 310,000 | inhibition, % at 50 µM, or IC50 in µM where a hit was titrated; in the data active means a potency from the dose series; inconclusive means inhibition mostly from about 25% at the one dose, without a potency; inactive means the rest, 99 in 100 with inhibition below about 19%;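 further: 0% = induced wells with vehicle and 100% = uninduced wells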
tuberculosis growth – growth inhibition of non-replicating M. tuberculosis (AID 488890). hit rate 0.39% among 320,000. one-dose inhibition, % at 25 µM; IC50 in µM for titrated hits. Mycobacterium tuberculosis non-replicating, growth inhibition; higher % means a stronger effect; in the data active means a potency from the dose series; inconclusive means inhibition mostly from about 82% at the one dose, without a potency; inactive means the rest, 99 in 100 with inhibition below about 76%;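 further: plate controls were DMSO cells for no effect and high antibiotic wells for full effect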
The depositor's hits bear a star; i = inactive; ? = inconclusive; nt = not tested or not shown.

A first look:
cpd | Molecule | VEEV TC-83 Vero | H37Rv inhibition | H1N1 NS1A inhibition | Salmonella PhoP GFP | tuberculosis growth
1 | O=C(O)c1ccc2c(=O)n3c(nc2c1)/C(=C/c1ccc(F)cc1)CC3 | i | 5% | 18% | 5% | 17%
2 | COc1ccc(N(C)C(=O)c2cn(CC(C)C)c(=O)c3cc(OC)c(OC)cc23)cc1 | 0.0% | 5% | -21% | 0% | 1%
3 | COc1ccc(Nc2ncnc3ccc([N+](=O)[O-])cc23)c(OC)c1 | 1.7% | -9% | -2% | 6% | -9%
4 | CCOC(=O)CSc1nc2cc(C(=O)NCc3ccco3)ccc2c(=O)n1C1CCCCC1 | 0.8% | -14% | 1% | -9% | -6%

All compounds of this part, previewed entries included:
cpd | Molecule | VEEV TC-83 Vero | H37Rv inhibition | H1N1 NS1A inhibition | Salmonella PhoP GFP | tuberculosis growth
1 | O=C(O)c1ccc2c(=O)n3c(nc2c1)/C(=C/c1ccc(F)cc1)CC3 | i | 5% | 18% | 5% | 17%
2 | COc1ccc(N(C)C(=O)c2cn(CC(C)C)c(=O)c3cc(OC)c(OC)cc23)cc1 | 0.0% | 5% | -21% | 0% | 1%
3 | COc1ccc(Nc2ncnc3ccc([N+](=O)[O-])cc23)c(OC)c1 | 1.7% | -9% | -2% | 6% | -9%
4 | CCOC(=O)CSc1nc2cc(C(=O)NCc3ccco3)ccc2c(=O)n1C1CCCCC1 | 0.8% | -14% | 1% | -9% | -6%
5 | C[N+]1(C)[C@@H]2CC[C@H]1CC(OC(=O)C(c1ccccc1)c1ccccc1)C2 (stereo not given in full) | 0.8% | 8% | -4% | -4% | -1%
6 | Cc1cc(C)cc(OCC(=O)NNC(=O)c2cc(C)[nH]n2)c1 | 0.1% | -4% | -15% | 6% | 24%
7 | COc1ccc(C(=O)COC(=O)c2cc(C)no2)c(OC)c1 | 3.9% | 1% | -1% | nt | 3%
8 | O=C(COC(=O)/C=C/c1cccs1)NC(c1ccccc1)c1ccccc1 | i | -5% | 2% | -19% | -13%
9 | Nn1c(Nc2ccccc2)nc2ccccc2c1=O | 2.8% | -8% | -11% | 2% | -2%
10 | COc1cc(NC(=O)c2ccno2)cc(C(=O)Nc2cccc(C(F)(F)F)c2)c1 | 8.8% | 31% | -2% | 6% | -1%
11 | COc1cc(C2NC(=O)CCC2[N+](=O)[O-])c(OC)cc1Br (stereo not given) | i | 0% | -2% | 12% | 1%
12 | COc1cc2sc3cc(NCC[C@@H]4CCCN4C)ccc3c(=O)c2cc1OC | 1.7% | ? | 6% | nt | nt
13 | COCC(=O)NCc1ccc2c(c1)OCO2 | 2.2% | -3% | -1% | 14% | 12%
14 | CCCCCCCCn1cc(C(C)=O)c(=O)[nH]c1=O | 2.7% | 9% | 1% | -1% | nt
15 | CNc1ccc(NC(C)=O)cc1[N+](=O)[O-] | 1.0% | 2% | 6% | -13% | -11%
16 | COC(=O)c1cc(OC)c(OC)cc1NC(=O)c1c(-c2ccccc2Cl)noc1C | 2.9% | -4% | -5% | 7% | -19%
17 | CCC1(CC)NC(=O)N(CC(=O)OC(C)C(=O)Nc2cc([N+](=O)[O-])ccc2OC)C1=O (stereo not given) | 0.5% | 5% | -12% | -3% | 46%
18 | CCCCOc1ccc(C(=O)NCC(=O)NC2CCCCC2)cc1 | 1.5% | -7% | -8% | nt | -1%
19 | COc1cc(CCC(=O)N2CCN(S(=O)(=O)c3ccc(C)cc3)CC2)cc(OC)c1OC | 5.5% | -2% | 10% | nt | -4%
20 | CCC(=O)Nc1ccc(N2CCN(S(C)(=O)=O)CC2)cc1 | i | -7% | -5% | -8% | -21%
21 | CCc1ccc(C2=NN(CCC(=O)NC3CCCCCC3)C(=O)CC2)cc1 | 2.0% | 4% | -1% | -4% | 32%
22 | O=C(c1cc2ccccc2o1)N1CCN(c2ccccc2Cl)CC1 | 1.8% | 3% | 4% | 7% | 26%
23 | O=C(C1=C(O)C(=O)N(c2ncccn2)C1c1ccc(Cl)cc1)c1ccco1 (stereo not given) | 0.9% | -3% | -7% | -4% | 38%
24 | CCC/C(O)=C1\C(=O)CCCC1=NCCc1c(C)[nH]c2ccc(OC)cc12 | 2.4% | 4% | 1% | 5% | 4%
25 | O=C1C=C(Nc2ccc(Cl)cc2Cl)CC(c2ccco2)C1 (stereo not given) | 6.0% | 10% | -2% | 4% | 33%
26 | CCOC(=O)c1c(C)[nH]c(C(=O)OCC(=O)N2CC(C)OC(C)C2)c1C (stereo not given) | 5.7% | 1% | -10% | -8% | 5%
27 | Cc1ccc(-c2nc3ccccc3o2)cc1NC(=S)NC(=O)/C=C/c1ccco1 | 9.2% | -10% | 5% | -2% | 3%
28 | Cc1cc(C)nc(N2CCN(C(=O)CCC(=O)Nc3nnc(CC(C)C)s3)CC2)n1 | 1.7% | -6% | -22% | 6% | 23%
29 | O=C(CCSc1ccccc1)Nc1ccccc1Br | 0.5% | 12% | -1% | 2% | 26%
30 | Cc1ccc(OCC(=O)N(C)Cc2ccccc2)c([N+](=O)[O-])n1 | 0.9% | -4% | -11% | -3% | 7%
31 | CCSC1=C(C#N)C2(CCCCC2)C(C#N)C(=O)N1 (stereo not given) | i | -9% | -2% | -10% | 0%
32 | CC(C)(C)c1cc(CCC(=O)N2CCCC2)cc(C(C)(C)C)c1O | i | 2% | 23% | -9% | 3%
33 | COc1cn(-c2ccccc2)nc1C(=O)NCc1ccccc1 | i | 3% | 1% | 6% | -3%
34 | CCOC(=O)CCSc1cc(C)c2ccccc2n1 | i | -2% | 9% | -9% | 4%
35 | Cc1nc(C(=O)O)nn1-c1ccc([N+](=O)[O-])cc1 | 1.7% | 1% | -5% | -4% | -20%
36 | N#C/C(=C\c1c(N2CCC(C(N)=O)CC2)nc2ccccn2c1=O)S(=O)(=O)c1ccc(Cl)cc1 | 0.3% | 4% | 3% | -9% | 14%
37 | CC(=O)Nc1ccc(S(=O)(=O)N2CCC3(CC2)OCCO3)cc1 | 2.6% | -2% | 5% | -3% | -5%
38 | CCN(CC(=O)Nc1ccc(NC(C)=O)cc1)C(=O)c1c(-c2c(F)cccc2Cl)noc1C | 1.4% | -22% | -2% | -2% | 19%
39 | CC(C)NS(=O)(=O)c1ccc(OCC(=O)NCc2ccccc2)cc1 | 10% | -5% | 2% | 0% | -7%
40 | Cc1cc(C)n(-c2cc(N3CCN(S(=O)(=O)c4ccc(Br)cc4)CC3)ccc2[N+](=O)[O-])n1 | i | 2% | 27% | -2% | 37%
41 | Cc1ccccc1CC1(CO)CCCN(Cc2c(C)nn(C)c2Cl)C1 (stereo not given) | i | -3% | -2% | -7% | 13%
42 | Cc1nc2ccccn2c1C(=O)N/N=C/c1ccc([N+](=O)[O-])o1 | 3.2% | ? | -2% | 44µM* | 76%
43 | CCc1c(C)c(C#N)c2nc3ccccc3n2c1-n1nc(C)cc1C | 1.5% | 1% | 19% | -4% | -5%
44 | CCCn1cnc2sc(C(N)=O)c(C)c2c1=O | i | -10% | 1% | 0% | -3%
45 | CC(=O)Nc1ccc(S(=O)(=O)NCCSc2ccccn2)cc1 | 0.5% | -5% | -2% | -7% | 4%
46 | O=C(c1cc(COc2ccc(F)cc2F)on1)N1CC2C[C@@H]3CC1C[C@H](C2)C3 | 2.8% | 8% | 7% | 1% | 22%
47 | O=C(Nc1ccccn1)C1CCN(S(=O)(=O)c2ccc3ccccc3c2)CC1 | 6.7% | nt | -1% | nt | nt
48 | Cc1cccc2nc(CSc3nc4[nH]ncc4c(=O)n3-c3cccc(Cl)c3)cc(=O)n12 | 6.4% | 2% | 3% | 7% | -16%
49 | COC(=O)c1ccc(/C=C/C(=O)c2ccc(OC)c(OC)c2)cc1 | 6.2% | ? | 14% | -18% | 80%
50 | COc1ccc(CCNC(=O)c2nonc2N)cc1OC | 0.7% | -25% | 3% | -7% | -3%
51 | Cc1ccc(NC(=O)c2ncn(CC(=O)NCc3ccccc3)n2)cc1C | 1.2% | nt | -16% | nt | nt
52 | O=C(Oc1ccc2c(c1)OCO2)c1ccc(F)cc1Cl | 5.6% | ? | 0% | 2% | ?
53 | CCn1cnc2scc(-c3ccc(C)c(C)c3)c2c1=O | 0.4% | 4% | 7% | -12% | 47%
54 | CC(C)C(C)(C#N)NC(=O)CSc1nc2scc(-c3ccco3)c2c(=O)n1-c1ccccc1 (stereo not given) | 2.5% | -10% | 2% | -9% | 21%
55 | CCc1nnc(NC(=O)C2CCC(CNc3c(N4CCC(C)CC4)c(=O)c3=O)CC2)s1 (stereo not given) | 1.6% | -9% | 4% | 10% | 21%
56 | CCCCOc1ccccc1NC(=O)c1ccco1 | i | 30% | -1% | 5% | 13%
57 | C[C@H]1CC2C3CC=C4C[C@@H](O)CC[C@]4(C)C3CC[C@]2(C)[C@H]1O (stereo not given in full) | 2.4% | -11% | -27% | nt | 9%
58 | C=CCNC(=O)CSc1nnc(-c2ccccn2)n1Cc1ccccc1 | 0.6% | -5% | 17% | -7% | 7%
59 | Cc1cc(-c2nnc(-c3cccc(Cl)c3)o2)no1 | 0.9% | 2% | -20% | 2% | 57%
60 | CCCNC(=O)NCCc1ccncc1 | 1.2% | -4% | 6% | -4% | 10%

61: COc1ccc(NC(=O)c2cncn2-c2ccccc2)cc1
62: CCN(CC)C(=O)N1CCn2c(nc3ccccc32)C1
63: CCc1cccc2c(C(=O)CSc3nnc(-c4ccoc4C)n3C)c[nH]c12
64: CSc1ccccc1OCc1cc(C(=O)N2CCC(c3ccncc3)CC2)no1
65: COc1cccc(C2CC(c3cccs3)=NN2S(C)(=O)=O)c1 (stereo not given)
66: COc1ccccc1OC(C)C(=O)N1CCN(Cc2ccc3c(c2)OCO3)CC1 (stereo not given)
67: O=C(CSc1nccn1-c1ccccc1)NO
68: COc1ccc(C(=O)NNC(=O)c2snnc2C)cc1

assay / compound,61,62,63,64,65,66,67,68
VEEV TC-83 Vero,i,i,0.1%,i,i,i,0.5%,0.7%
H37Rv inhibition,3%,-12%,-4%,?,-2%,-4%,-3%,1%
H1N1 NS1A inhibition,9%,9%,4%,7%,2%,-2%,-11%,-15%
Salmonella PhoP GFP,7%,-1%,-1%,4%,8%,-6%,-3%,-15%
tuberculosis growth,-5%,-3%,17%,41%,0%,-3%,1%,-12%

69: COc1ccc(N2CCN(C(=O)COC(=O)c3oc4ccccc4c3C)CC2)cc1
70: Cc1onc(-c2ccc(Cl)cc2Cl)c1-c1csc(N/N=C/c2ccccc2Cl)n1
71: O=C(CCl)Nc1cccc(Oc2ccccc2)c1
72: Cc1cccc(-c2nc(=S)c3c(o2)CCCC3)c1
73: c1ccc2c(c1)N1CCCN=C1N2CCN1CCCCC1
74: CCN(CC)CCCNc1nc(SC)nc2sc3c(c12)CCN(C)C3
75: NC(=O)c1ccc(NC(=O)CSC2=Nc3ccccc3C3CC=NN23)cc1 (stereo not given)
76: Cc1c(Cl)cccc1NC(=O)Cc1ccc([N+](=O)[O-])cc1

assay / compound,69,70,71,72,73,74,75,76
VEEV TC-83 Vero,1.0%,65%,i,i,0.1%,nt,0.6%,0.2%
H37Rv inhibition,3%,5%,?,-2%,0%,4%,-13%,0%
H1N1 NS1A inhibition,-10%,-19%,-5%,13%,-1%,nt,7%,9%
Salmonella PhoP GFP,nt,0%,2%,-12%,-10%,-12%,8%,0%
tuberculosis growth,14%,37%,?,12%,9%,58%,20%,13%

77: CNC(=O)c1cc2cc(Cc3ccccc3Cl)ccc2oc1=O
78: COC(=O)c1c(-c2ccc(SC)cc2)sc2ccccc12
79: Cc1scc(C(=O)N/N=C/c2ccc(OC(C)C)cc2)c1C
80: O=C(CCS(=O)(=O)c1cccc2nsnc12)NC1CCCCCC1
81: Cc1cccc(NS(=O)(=O)c2nnc(NC(=O)CC(C)C)s2)c1
82: O=C(NCc1cccc(Cl)c1)C1CCC(=O)N(CCCN2CCCC2=O)C1 (stereo not given)
83: CCOC(=O)C1=C(N)Oc2cc(C)oc(=O)c2C12C(=O)N1c3c(cccc32)C(C)CC1(C)C (stereo not given)
84: O=C1CS(=O)(=O)c2ccccc2N1

assay / compound,77,78,79,80,81,82,83,84
VEEV TC-83 Vero,0.2%,i,3.3%,2.1%,0.5%,0.9%,2.5%,1.3%
H37Rv inhibition,3%,5%,-3%,-5%,-4%,-1%,-2%,-2%
H1N1 NS1A inhibition,-2%,-4%,4%,0%,-6%,-7%,0%,-1%
Salmonella PhoP GFP,-2%,nt,0%,-5%,-2%,-13%,-7%,-2%
tuberculosis growth,3%,52%,17%,4%,-8%,-12%,15%,-5%
